Source: PubChem
APP transl inh = inhibitors of APP translation via 5'UTR reporter, primary screen, APP 5'UTR luciferase, SH-SY5Y cells; SH-SY5Y APP 5'UTR-luciferase reporter, luminescence; inhibition, % at 2 µM; actives 0.82% (n = 190,000);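 active = inhibition above a set limit, derived from the sample mean plus 3 SD, cut at about 45% in these data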; also: values of inactives mirror those of a sister screen read the other way
bIAP activator = bovine intestinal alkaline phosphatase activators, primary screen, biochemical, bovine IAP, CDP-star luminescence; alkaline phosphatase, intestinal [Bos taurus]; actives 0.17% (n = 200,000); activation factor at 20 µM; purified bovine IAP, 30 min; active compounds read high; fold of DMSO-control signal, blank-subtracted;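 active = activation factor of 2 or more at 20 µM, a signal rise over negative controls twice the positive control's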
bIAP inhibitor = bovine intestinal alkaline phosphatase inhibitors, primary screen, selectivity assay for TNAP inhibitor project, biochemical, bovine IAP, CDP-star luminescence | inhibition, % at 20 µM | alkaline phosphatase, intestinal [Bos taurus] | 190,000 tested, under 10 active | purified bovine IAP, 30 min;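 active = over 50% inhibition of intestinal alkaline phosphatase at 20 µM in the single-dose screen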
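Assay system: bovine IAP enzyme; medium: DEA buffer 100 mM, pH 9.8, with MgCl2 1.0 mM, ZnCl2 0.02 mM; doses: 20 µM single dose; incubation: enzyme reaction for 30 min at room temperature; detection: CDP-star luminescence signal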
TNAP inh no acc = human TNAP enzyme inhibitors, primary screen, biochemical, luminescent, no phosphate acceptor, uHTS; Alkaline phosphatase, tissue-nonspecific isozyme (Homo sapiens), P05186; purified TNAP, CDP-star luminescence, 30 min; inhibition, % at 20 µM; actives 0.26% (n = 200,000);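 active = tissue-nonspecific alkaline phosphatase inhibition above about 50% at 20 µM in the single-dose screen, limit read from the data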;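 also: 0% = DMSO negative control and 100% = EDTA positive control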
Target sequence (P05186 whole entry, looked up): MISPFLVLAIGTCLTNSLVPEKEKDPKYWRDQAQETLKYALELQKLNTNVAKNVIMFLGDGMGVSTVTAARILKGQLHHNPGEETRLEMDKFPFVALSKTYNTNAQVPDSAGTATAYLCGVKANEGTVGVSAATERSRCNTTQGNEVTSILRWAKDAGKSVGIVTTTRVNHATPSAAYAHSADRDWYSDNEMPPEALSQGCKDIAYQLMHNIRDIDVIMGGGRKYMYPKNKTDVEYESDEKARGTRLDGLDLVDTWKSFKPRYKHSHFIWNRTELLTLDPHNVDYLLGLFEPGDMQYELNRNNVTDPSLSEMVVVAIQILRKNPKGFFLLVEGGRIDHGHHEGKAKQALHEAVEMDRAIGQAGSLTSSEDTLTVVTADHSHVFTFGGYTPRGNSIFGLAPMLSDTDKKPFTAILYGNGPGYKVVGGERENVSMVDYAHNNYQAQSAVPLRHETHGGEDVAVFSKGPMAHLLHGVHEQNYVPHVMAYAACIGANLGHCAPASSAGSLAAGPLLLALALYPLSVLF
FLuc act counter = FLuc activators, initial screening, artefact control for FLuc-dependent activation tests, biochemical, ATPlite luminescence | 200,000 tested, under 10 active | ATPlite luciferase biochemical, 10 min; 0 = ATP-free wells, 1 = DMSO control | Luciferin 4-monooxygenase (Photinus pyralis), P08659 | activation factor at 10 µM;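 active = luciferase activation factor, scaled between plate controls, of at least 2 with compound at 10 µM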
Target sequence (P08659 whole entry, looked up): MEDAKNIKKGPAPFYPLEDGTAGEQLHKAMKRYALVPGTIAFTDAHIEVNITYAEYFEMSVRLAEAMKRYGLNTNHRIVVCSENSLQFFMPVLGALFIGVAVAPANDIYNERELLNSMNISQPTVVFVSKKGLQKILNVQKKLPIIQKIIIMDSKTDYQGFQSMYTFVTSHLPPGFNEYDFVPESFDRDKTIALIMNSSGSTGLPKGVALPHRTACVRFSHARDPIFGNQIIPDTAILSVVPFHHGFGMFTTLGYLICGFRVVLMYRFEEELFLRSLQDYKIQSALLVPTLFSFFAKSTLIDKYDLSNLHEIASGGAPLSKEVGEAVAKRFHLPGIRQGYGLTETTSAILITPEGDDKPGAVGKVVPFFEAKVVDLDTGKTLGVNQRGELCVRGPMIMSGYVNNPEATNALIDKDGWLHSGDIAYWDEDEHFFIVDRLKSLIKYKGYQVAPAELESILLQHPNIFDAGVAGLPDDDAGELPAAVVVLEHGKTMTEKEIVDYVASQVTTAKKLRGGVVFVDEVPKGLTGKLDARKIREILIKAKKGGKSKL
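test system = cell-free luciferase reagent | medium = PBS as buffer for the ATP substrate | dosing = test compounds dosed from 2 mM stocks in 100% DMSO | incubation = 10 min at ambient temperature | detection = luminescence measurement of luciferase light output | benchmarks = low control with PBS replacing ATP, high control enzyme plus ATP without compound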
RAM inhibit = inhibitors of the yeast RAM network, primary screen, dse1pr::URA3 reporter, 5-FOA selection; inhibition, % at 50 µM; AID 868, 2007; actives 1.8% (n = 190,000); S. cerevisiae dse1pr::URA3 reporter, 5-FOA growth OD615, 2 d; analog-sensitive cbk1-as2 kinase mutant strain;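 active = inhibition above a set limit, 3 SD over mean compound inhibition, cut at about 8.4% in these data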;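 also: 0% = DMSO-only wells with no growth and 100% = 10 µM 1-NA-PP1 full growth; inhibition rescues growth on 5-FOA so higher OD means more RAM inhibition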
TNAP inh hi DEA = human TNAP enzyme inhibitors, primary screen, biochemical, luminescent, high phosphate acceptor level, uHTS. purified TNAP, CDP-star luminescence, 1 M DEA. Alkaline phosphatase, tissue-nonspecific isozyme (Homo sapiens), P05186. AID 1135, 2008. inhibition, % at 20 µM. actives 0.03% (n = 200,000);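 active = over 50% inhibition of tissue-nonspecific alkaline phosphatase at 20 µM in the single-dose screen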;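 also: plate controls were DMSO wells for no effect and EDTA-quenched wells as full inhibition for full effect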
TNAP act hiacc = TNAP activators at high phosphate acceptor level, primary screen, biochemical, luminescence, uHTS. purified TNAP, CDP-star luminescence, 1 M DEA, 30 min; active compounds read high; 0 = EDTA background, 1 = DMSO-only activity. activation factor at 20 µM. 200,000 tested, under 10 active. AID 1136, 2008;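 active = activation factor at least 2 at 20 µM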
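system = human TNAP | amount = enzyme diluted 1/800 final | reagent = 100 µM CDP-star substrate | signal = luminescent substrate turnover signal | dosing = one dose, 20 µM | benchmarks = EDTA negative control, DMSO positive control | measure = activation factor | timing = 30 min reaction, room temperature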
Lmaj promast = Leishmania major promastigote growth inhibition, primary screen; inhibition, % at 10 µM; Leishmania major promastigotes, resazurin fluorescence viability; actives 9% (n = 200,000); in the data active = inhibition above about 50%;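 also: promastigotes grown with compound for 44 hours at 28 °C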
FLuc inhib CS = firefly luciferase enzyme inhibitors, primary screen, artefact control for luciferase-based inhibitor screens, biochemical, luminescence, ATPLite; Luciferin 4-monooxygenase (Photinus pyralis), P08659; 10 min; inhibition, % at 10 µM; actives 1.5% (n = 200,000);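 active = inhibition above about 50% when tested at 10 µM, limit read from the data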
* = called active by the depositor; . = no result given.

SMILES	APP transl inh	bIAP activator	bIAP inhibitor	TNAP inh no acc	FLuc act counter	RAM inhibit	TNAP inh hi DEA	TNAP act hiacc	Lmaj promast	FLuc inhib CS
COc1ccc2c(C)cc(SCC(=O)Nc3ncc(Cl)cc3Cl)nc2c1	5	0.9	6	-25	1	3.2	-5	1.1	28	-2
Cc1ccc(NC(=O)C(=S)NCc2ccco2)cc1	-11	1.1	-9	-29	1	3.0	-3	1	-5	0
O=C(NCCc1ccccc1)C(=O)N/N=C/c1ccccc1C(F)(F)F	.	0.8	25	-8	1	3.9	-5	1.1	0	-4
O=C(Nc1sc2c(c1C(=O)O)CCCCC2)c1cccs1	-174	0.9	6	-4	0.2	-0.2	2	1	19	84*
O=C(CSc1nnc(COc2ccccc2)o1)NCCc1ccccc1	-5	1	1	-12	1.1	1.7	-9	1.1	6	-6
CCOc1ccc(Cl)cc1CNc1nnnn1C	3	1	0	1	1.1	-0.2	-3	1	5	-8
Cc1ccc2c(Cl)cc(Cl)c(OCC(=O)Nc3cccc(S(N)(=O)=O)c3)c2n1	7	1	-4	8	1.1	4.5	6	0.9	71*	-8
Cc1ccc(CNC(=O)COC(=O)c2cncc(Br)c2)cc1	-14	1	-4	-10	1	1.6	-2	1	-6	-3
COc1ccccc1C(=O)Nc1ccc(S(=O)(=O)Nc2cc(C)on2)cc1	10	1	4	-14	1	5.0	0	1	-6	-2
CC(C)c1ccccc1-n1c(-c2cccnc2)n[nH]c1=S	6	1	4	14	0.9	-0.1	1	1	-3	7
O=C(CSC1=Nc2ccccc2C2=NC(c3ccccc3)C(=O)N12)NCC1CCCO1 (stereo not given)	-2	1	-4	-15	1	-0.3	1	1	2	2
Cc1cccc(C)c1NC(=O)N1C2CCC1CC(O)(c1cccnc1)C2 (stereo not given)	-8	1	1	-6	1	1.1	0	1	-1	-3
CC1(C)CC(=O)C(C(c2cccc([N+](=O)[O-])c2)C2C(=O)CC(C)(C)CC2=O)C(=O)C1	-8	0.7	29	-3	1	-1.1	2	1	-4	-2
COCCNc1cc(NCCOC)c([N+](=O)[O-])cc1[N+](=O)[O-]	7	1.3	-32	-2	1	6.0	6	0.9	33	-2
CCN(CC)c1ccc(NC(=O)C2CCCN(S(=O)(=O)c3cccnc3)C2)c(C)c1 (stereo not given)	10	1	-3	-13	1	0.2	-2	1	11	-4
O=C(Nc1nnc(-c2cccnc2)o1)c1cccc(Cl)c1	-6	1.1	-11	-10	1	-0.5	2	1	55*	0
Nc1c(S(=O)(=O)c2ccccc2)c2nc3ccccc3nc2n1/N=C/c1ccco1	12	0.9	7	-7	1.1	1.5	3	1	17	-5
COc1ccc(NC(=O)N2CCCC2C(=O)Nc2ccc(C)c(Cl)c2)cc1 (stereo not given)	0	0.8	17	-6	1	3.4	-1	1	12	-2
Nn1c(CN2CCCCC2)nc2ccccc2c1=O	-14	0.9	5	-8	1.1	1.0	-2	1	-2	-6
CC(C(=O)Nc1ccc(S(=O)(=O)N2CCCCC2)cc1)N1CCN(c2ccccn2)CC1 (stereo not given)	2	0.9	7	-8	1	-1.7	-3	1	-2	-3
COc1ccc(C2(C(=O)Nc3ccc(C)cc3)CCOCC2)cc1	3	1	1	-7	1	1.5	-4	1	1	-4
C=CCNC(=O)c1ccc2nc(-c3ccccc3)c(-c3ccccc3)nc2c1	6	1	-1	-6	1.1	1.2	-1	1	12	-8
C/C(=N/NC(=O)c1cccs1)c1cccc(N)c1	-111	1	-2	-10	0.9	1.9	-5	1.1	-4	8
O=C(O)c1cccc(NC(=O)C2CCCO2)c1 (stereo not given)	-10	0.9	6	-15	1	1.4	-2	1	-6	-4
COc1ccc(OC)c(N=C2C(=O)Nc3ccccc32)c1	11	0.8	24	8	1.1	-0.1	2	1	-3	-8
Continuation:
SMILES	APP transl inh	bIAP activator	bIAP inhibitor	TNAP inh no acc	FLuc act counter	RAM inhibit	TNAP inh hi DEA	TNAP act hiacc	Lmaj promast	FLuc inhib CS
CS(=O)(=O)NCCn1ccc2ccccc21	-23	1	0	-11	1.1	1.8	0	1	-10	-5
CC(C)CN(CC(C)C)S(=O)(=O)N1CCC(C(=O)NCc2cccs2)CC1	9	1	2	-13	1.1	0.9	-5	1	-2	-7
CN(CCc1ccccn1)C(=O)CCNC(=O)Cn1cnc2ccccc2c1=O	1	0.9	7	-10	1	-1.0	-1	1	-7	-4
C/C(=N\Nc1ncc(Cl)cc1Cl)c1ccc2c(c1)OCO2	-7	0.9	9	-19	1	1.9	-3	1	-6	2
COC(=O)c1cc(NS(=O)(=O)c2ccc(N3CCOCC3)c([N+](=O)[O-])c2)cc(C(=O)OC)c1	3	0.8	15	-2	1	4.4	5	1	-5	-2
Oc1c(CN2CCCCC2)cc(Br)c2cccnc12	67*	1.1	-14	6	1	-1.0	3	1	100*	2
CCc1cccc2c1NC(=O)C2(O)CC(=O)c1cccs1 (stereo not given)	-20	0.9	14	-5	1.1	-0.4	-7	1.1	-6	-8
O=C1Nc2ccccc2N(O)N1c1ccc(S(=O)(=O)Nc2ccccn2)cc1	-9	1.1	-6	-8	1	0.7	-5	1	-6	-5
COc1ccccc1OCCOc1ccc(/C=C2/C(=N)N3OC(C)=CC3=NC2=O)cc1OC	16	1	-4	-5	1	2.4	1	1	-3	-5
COc1ccc(CCNC(=O)CCCCCN2C(=O)c3ccccc3C2=O)cc1	6	1.1	-10	-4	1.1	2.9	-5	1	-5	-8
COC(=O)c1ccc(CSc2nc(N3CCOCC3)c3c(c2C#N)CC(C)(C)OC3)o1	-2	1	-4	-3	1	3.0	-2	1	4	3
Nc1[nH][nH]c(=O)c1N=Nc1cccc(Cl)c1	-6	1	4	-32	1	1.0	0	1	-9	-1
CC(C)Cn1c(N2CCN(CC(=O)Nc3ccc(Cl)cc3)CC2)nc2ccccc21	1	1.2	-24	-5	1	0.2	-5	1	86*	-2
O=C(Nc1c(F)cccc1F)c1cnc(N2CCN(c3ccccn3)CC2)c2ccccc12	8	0.9	6	-1	1.1	0.8	-2	1	79*	-8
COc1ccc(NC(=O)Nc2ccc3c(c2)CCC3)cc1OC	20	1	0	1	1	2.5	2	1	-8	-3
CCC(Sc1ccc(C(=O)O)cc1)C(=O)O (stereo not given)	5	1.2	-21	-9	1.1	0.8	-2	1	-4	-7
O=C(NCc1ccco1)c1cc(-c2cccs2)nc2ccccc12	-7	0.9	7	-19	1	3.0	8	0.9	-1	0
CC(C(=O)NCc1ccc2c(c1)OCO2)c1ccc([N+](=O)[O-])cc1 (stereo not given)	-4	1	2	-3	1	1.3	0	1	7	-2
CCOC(=O)C(C)(C)N(Cc1cccc(C)c1)S(=O)(=O)c1cccc([N+](=O)[O-])c1	-5	0.9	12	-15	1	13*	2	1	40	3
CCOc1ccc(C2=Nn3c(nnc3-c3ccc(OC)cc3)SC2)cc1	95*	0.9	9	-11	1	2.7	-8	1.1	-3	-5
CC(CCO)Nc1nc2c(c(=O)n(C)c(=O)n2C)n1Cc1cccc(Br)c1 (stereo not given)	-6	1	-4	-12	1	2.1	-5	1.1	12	-4
O=C(O)c1ccccc1SCC(=O)N1CCOCC1	-12	1	-4	-14	1	0.1	-4	1	-1	-4
CC(C)(C)c1csc(NC(=O)c2ccncc2)n1	-18	1	1	-9	0.9	-0.8	-2	1	23	13
CC1CCCCN1C(=O)Cc1ccc(F)cc1 (stereo not given)	0	0.9	12	-4	1.1	-0.9	-3	1	0	-6
CCCCSc1nc(C)[nH]c1[N+](=O)[O-]	-9	0.8	16	-11	1	1.0	-2	1	-5	-4
(list continues)
SMILES	APP transl inh	bIAP activator	bIAP inhibitor	TNAP inh no acc	FLuc act counter	RAM inhibit	TNAP inh hi DEA	TNAP act hiacc	Lmaj promast	FLuc inhib CS
OCc1ccccc1NC(=S)Nc1cccnc1	0	0.9	8	-23	1.1	0.1	-4	1	-6	-9
Cc1ccc(-c2nc3ccccc3s2)cc1NC(=S)NC(=O)/C=C/c1ccco1	-67	1	3	-10	1	4.5	1	1	-2	-4
Cc1c(C(=O)OC(C)C(C)C[N+](C)(C)C)oc2ccccc12 (stereo not given)	6	0.7	28	-2	1.1	1.6	-4	1	-2	-8
CN(CC(=O)NC(c1ccccc1)c1ccccc1)Cc1nc2ccccc2c(=O)[nH]1	41	2.5*	-149	-56	1	1.8	-13	1.1	2	-4
Cn1c2c(c(=O)n(C)c1=O)C1c3cc(Cl)ccc3OCC1CO2 (stereo not given)	-13	0.9	6	-7	1	-0.4	-4	1	4	0
CCC1CCCCN1C(=O)COC(=O)c1ccc(S(=O)(=O)N2CCOCC2)cc1 (stereo not given)	-2	1	-3	-12	1	-0.5	-3	1	-3	-4
O=C(CCN1CCOCC1)N/N=C/c1cc(Br)cc(Br)c1O	-13	1.2	-18	-93	1.1	-1.9	-5	1	0	-7
c1ccc2c(NC3C4CC5CC(C4)CC3C5)nc(N3CCOCC3)nc2c1 (stereo not given)	-5	1.4	-43	-16	1.1	-0.5	-5	1	70*	-8
COc1cc(NC(=O)c2cccs2)c(OC)cc1NC(=O)CCC(=O)Nc1ccc2ncccc2c1	11	0.9	8	-10	1	0.2	-7	1.1	3	-4
O=C1NC(c2ccccc2)=C(c2ccc3ccccc3n2)C(c2ccc(F)cc2)N1 (stereo not given)	2	1	0	-6	1	0.5	-3	1	38	-2
Cc1nc2ccccc2n1/C(=N/S(=O)(=O)c1ccc(Br)cc1)c1ccccc1	-12	0.9	11	-10	1.1	0.1	-4	1	2	-6

Compound profiles, from the list above. Order of values: APP transl inh | bIAP activator | bIAP inhibitor | TNAP inh no acc | FLuc act counter | RAM inhibit | TNAP inh hi DEA | TNAP act hiacc | Lmaj promast | FLuc inhib CS
Record of Oc1c(CN2CCCCC2)cc(Br)c2cccnc12 : 67* | 1.1 | -14 | 6 | 1 | -1.0 | 3 | 1 | 100* | 2
Record of CC1CCCCN1C(=O)Cc1ccc(F)cc1 (stereo not given) : 0 | 0.9 | 12 | -4 | 1.1 | -0.9 | -3 | 1 | 0 | -6
Record of Cc1ccc2c(Cl)cc(Cl)c(OCC(=O)Nc3cccc(S(N)(=O)=O)c3)c2n1 : 7 | 1 | -4 | 8 | 1.1 | 4.5 | 6 | 0.9 | 71* | -8
Record of CC(C(=O)NCc1ccc2c(c1)OCO2)c1ccc([N+](=O)[O-])cc1 (stereo not given) : -4 | 1 | 2 | -3 | 1 | 1.3 | 0 | 1 | 7 | -2
Record of O=C(Nc1sc2c(c1C(=O)O)CCCCC2)c1cccs1 : -174 | 0.9 | 6 | -4 | 0.2 | -0.2 | 2 | 1 | 19 | 84*
